Assay outcomes (PubChem)
DAX1 inh-1 – NR0B1 (DAX1) inhibition; P51843; hit rate 0.99% among 340,000; HEK293 Gal4-DAX1 luciferase reporter, luminescence; AID 504766; inhibition, % at 6.75 µM;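 active = inhibition above the mean over all tested compounds plus 3 SD, cut at about 4.2% in these data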;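 note: 0% = DAX1-transfected cells with DMSO and 100% = empty-vector control cells with DMSO; inhibition shows as a rise in luminescence from relieved DAX1 repression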
Target sequence (P51843 207-470 limits assumed): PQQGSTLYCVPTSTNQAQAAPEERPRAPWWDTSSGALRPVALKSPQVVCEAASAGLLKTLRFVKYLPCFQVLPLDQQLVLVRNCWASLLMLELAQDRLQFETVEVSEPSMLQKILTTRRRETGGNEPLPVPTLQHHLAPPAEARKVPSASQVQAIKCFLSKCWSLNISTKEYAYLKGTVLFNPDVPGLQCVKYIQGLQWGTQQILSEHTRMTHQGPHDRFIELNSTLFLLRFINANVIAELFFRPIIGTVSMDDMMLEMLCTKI
NPR2 activator – GC-B (human) receptor activation | AID 1920062 | hit rate 0.11% among 370,000 | activation, % at 10 µM | HEK293-GC-B cells, CNP EC30, cGMP TR-FRET; 0% at EC30 CNP, 100% saturating CNP;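 active = activation at 10 µM reaching about 35% in either raw or pattern-adjusted values, limit read from the data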
NPR1 activator – GC-A (human) enzyme activation; P16066; HEK293 GC-A cells, cGMP TR-FRET, EC30 ANP; 0% at EC30 ANP, 100% saturating ANP; activation, % at 10 µM; hit rate 0.14% among 370,000; AID 1671463; in the data active = activation above about 40%
GAA850 FXN act – frataxin GAA850 promoter activation | activation, % at 6 µM | AID 540364 | hit rate 0.56% among 360,000 | HEK293 lucGAA850 FXN promoter luciferase reporter, 24 h; percent of 10 µM SAHA response;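 active = activation above the average of all compounds screened plus 3 SD, cutoff fixed separately per campaign, cut at about 7.5% in these data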;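 note: 0% = DMSO wells and 100% = 10 µM SAHA wells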
hgDAF-12 ag – hgDAF-12 agonism, primary luciferase screen; activation, % at 6.8 µM; hit rate 1.8% among 370,000; AID 687014; HEK293 GAL4-hgDAF12 UAS-luciferase reporter, agonist luminescence; normalized to butyrate control;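 active = activation above a cutoff set at the mean of all screened compounds plus 3 SD, cut at about 10% in these data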;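 note: 0% = DMSO wells and 100% = sodium butyrate wells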
DAX1 inh-2 – inhibitors of DAX1 repression of SF-1 activated StAR promoter. HEK293T StAR-luciferase reporter, SF-1/DAX-1 repression relief. hit rate 1.1% among 370,000. AID 652010. inhibition, % at 6.8 µM;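 active = inhibition above the mean over all tested compounds plus 3 SD, cut at about 3.6% in these data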;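 note: 0% = DAX-1 cells with DMSO and 100% = cells lacking DAX-1 with DMSO; higher inhibition means more luminescence from relief of DAX-1 repression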
hcDAF-12 act – activators of H. contortus DAF-12 nuclear receptor; HEK293 hcDAF-12 lit1-tk-luc reporter, luminescence; 0% DMSO, 100% Δ7-dafachronic acid; activation, % at 6.8 µM; hit rate 1.4% among 370,000;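 active = activation above the mean of all tested compounds plus 3 SD, cut at about 5.5% in these data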;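 note: 100% = response to 3 µM Δ7-dafachronic acid high control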
sPLA2-III inh – Inhibits HGIII-sPLA2 liposome hydrolysis, primary screen; inhibition, % at 12.2 µM; hit rate 0.56% among 370,000; Q9NZ20; QFRET BODIPY PC-A2 liposome hydrolysis, fluorescence;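 active = inhibition above mean plus 3 SD of compounds lying within the high and low control bounds, cut at about 19% in these data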;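 note: 0% = median of test compound wells and 100% = no enzyme DMSO wells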
Target sequence (Q9NZ20 whole entry, looked up): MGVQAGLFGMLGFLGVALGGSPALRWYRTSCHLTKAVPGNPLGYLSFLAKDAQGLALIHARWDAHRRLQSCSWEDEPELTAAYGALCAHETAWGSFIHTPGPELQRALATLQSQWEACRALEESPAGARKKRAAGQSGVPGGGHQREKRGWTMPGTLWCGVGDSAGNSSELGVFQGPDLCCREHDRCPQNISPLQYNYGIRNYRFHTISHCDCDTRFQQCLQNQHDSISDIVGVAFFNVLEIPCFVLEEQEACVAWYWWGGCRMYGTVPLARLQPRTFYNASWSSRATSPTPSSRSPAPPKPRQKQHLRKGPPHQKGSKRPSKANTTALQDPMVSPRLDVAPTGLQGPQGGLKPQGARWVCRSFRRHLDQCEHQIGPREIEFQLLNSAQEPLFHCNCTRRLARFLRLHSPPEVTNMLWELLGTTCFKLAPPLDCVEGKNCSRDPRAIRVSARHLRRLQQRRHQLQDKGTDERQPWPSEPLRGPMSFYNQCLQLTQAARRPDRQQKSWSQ
ssDAF12 agonist – S. stercoralis DAF-12 activation, primary screen; hit rate 1% among 370,000; HEK293 ssDAF-12/GRIP1 lit1-tk-luc reporter, luminescence; % of 3 µM dafachronic acid response; activation, % at 6.8 µM;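 active = activation above the mean over all tested compounds plus 3 SD, cut at about 0.9% in these data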;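 note: 0% = DMSO-only wells and 100% = 3 µM delta7-dafachronic acid wells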
SMARCA2 act – activators of SMARCA2 function. AID 652017. activation, % at 9.1 µM. hit rate 1% among 370,000. MG213 cells, MMTV-luciferase reporter, dexamethasone, overnight; in the data active = activation above about 7.8%;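 note: 0% = vehicle wells and 100% = reference activator wells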
KLK7 zymogen act – activators of human kallikrein-7 zymogen. activation, % at 7 µM. P49862. hit rate 0.9% among 370,000. purified proKLK7, EDANS-DABCYL substrate fluorescence; 100% is mature enzyme control, 0% vehicle. AID 652039;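 active = activation above the mean of all tested compounds plus 3 SD, computed per campaign excluding outliers beyond control limits, cut at about 13% in these data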
Target sequence (P49862 whole entry, looked up): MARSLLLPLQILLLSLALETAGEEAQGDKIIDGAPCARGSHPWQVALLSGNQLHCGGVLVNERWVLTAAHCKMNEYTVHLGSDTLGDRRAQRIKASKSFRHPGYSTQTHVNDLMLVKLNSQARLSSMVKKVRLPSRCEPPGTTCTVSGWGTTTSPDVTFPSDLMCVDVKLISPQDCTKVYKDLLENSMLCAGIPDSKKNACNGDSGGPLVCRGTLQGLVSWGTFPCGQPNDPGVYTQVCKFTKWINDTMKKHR
* = called active by the depositor; . = not tested or not shown.

SMILES | DAX1 inh-1 | NPR2 activator | NPR1 activator | GAA850 FXN act | hgDAF-12 ag | DAX1 inh-2 | hcDAF-12 act | sPLA2-III inh | ssDAF12 agonist | SMARCA2 act | KLK7 zymogen act
CCOC(=O)/C=C1\SCC(=O)N1CC(=O)NC1CCCCC1 | 0.8 | 0 | -1 | 1.3 | -1.6 | -0.8 | -0.2 | -13 | -1.7 | -2 | 0.3
CCOc1ccccc1-n1nnnc1SCC(=O)OC | 2.4 | -3 | -1 | 0.1 | 2.4 | 0.6 | -0.8 | 0 | -1.1 | -5 | 0.3
C=CCNC(=S)NC(=O)c1oc2ccccc2c1C | 0.7 | -2 | 0 | 5.7 | 6.5 | 0.5 | 3.1 | 2 | -0.7 | 3 | 0.8
CC1CN(/C=C/C(=O)C(F)(F)F)CC(C)O1 (stereo not given) | 0.0 | -3 | 1 | -1.3 | -1.0 | -0.4 | 0.2 | 3 | -1.0 | -2 | -0.8
Cc1ccc(NC(=O)CCN2C(=O)c3cccc([N+](=O)[O-])c3C2=O)c(Br)c1 | 1.4 | -7 | -4 | 4.2 | -1.2 | 0.2 | -2.3 | 8 | -1.0 | -1 | -0.2
Cc1ccc(S(=O)(=O)NCc2ccccn2)c(C)c1C | 0.0 | -1 | 4 | -0.7 | 0.7 | 0.6 | 0.1 | 0 | -1.3 | -1 | -0.1
CC(c1ccccc1)N(CCC(c1ccccc1)C1CCOC(C)(C)C1)C(=O)c1ccco1 (stereo not given) | -0.5 | -16 | -21 | -0.5 | -3.4 | -0.5 | -0.9 | -2 | -1.5 | -3 | 0.6
CC1CCN(c2ccc(C(=O)O)cc2N)CC1 | 1.7 | -5 | -2 | 3.6 | 0.0 | -0.7 | -0.9 | 1 | -0.3 | -5 | -0.6
CCCCOc1ncnc2c1[nH]c1ccc(OCC)cc12 | -0.7 | 0 | 3 | 1.4 | -2.7 | -0.6 | -0.2 | 2 | -0.1 | -1 | 0.5
OCc1nc2ccccc2n1CCc1ccccc1 | 3.1 | 2 | -4 | 1.7 | 1.0 | 0.1 | 0.2 | 6 | -1.3 | 0 | -0.4
CC(=O)c1ccc(OCc2cc(C(=O)N3CCN(c4ccccc4)CC3C)no2)cc1 (stereo not given) | 1.9 | -1 | -3 | 5.5 | 21* | 2.6 | 6.1* | -13 | -0.7 | 2 | 1.2
Cc1ccc2nc(NC(=O)CSCC(=O)Nc3cc(C)on3)sc2c1 | -0.3 | -18 | -18 | 2.7 | 4.4 | 1.8 | 0.9 | -4 | -0.8 | 5 | 0.2
COc1cc(Nc2nc(SCC#N)nc3ccccc23)cc(OC)c1OC | 0.8 | 2 | -2 | 0.6 | -0.8 | -0.4 | -0.3 | 1 | -1.0 | -1 | 0.3
O=C1CCC(C(=O)NCCN2C(=O)S/C(=C\c3cccnc3)C2=O)=NN1 | -0.4 | -4 | 3 | -1.1 | 1.0 | 0.1 | -0.9 | 7 | 1.2* | 2 | -1.3
CCn1cnc2sc(C(=O)Nc3ccccc3OC)c(C)c2c1=O | 0.6 | -1 | 1 | 3.5 | 1.4 | 0.2 | -2.2 | -2 | -0.9 | -2 | 0.3
CCCCSC(=S)N(C)C1CCS(=O)(=O)C1 (stereo not given) | 0.1 | 2 | 0 | -0.3 | -1.7 | -0.1 | -1.8 | 3 | -1.5 | 0 | -0.1
CCOC(=O)/C(=N\Nc1cc(Cl)ccc1Cl)N1CCN(C)CC1 | 1.4 | -2 | 2 | -2.4 | -3.1 | -0.1 | 0.0 | 15 | -1.1 | -3 | -0.5
CC[C@]12c3[nH]c4ccccc4c3CCN1C(=O)C(CC(=O)NCCCN(C)C)C[C@@H]2C(=O)N1CCN(C(=O)c2ccco2)CC1 (stereo not given in full) | 1.2 | 2 | 4 | 0.0 | -0.9 | 1.5 | -1.6 | 8 | -0.3 | -6 | 0.2
O=C(CN1CCCCC1)Nc1ccccc1Cl | -1.5 | 4 | 5 | 0.6 | 2.1 | -0.2 | 0.7 | 12 | -0.6 | -3 | -0.6
O=C(ON=C1CCN(S(=O)(=O)c2ccccc2)CC1)c1ccc(F)cc1 | -1.2 | -2 | 3 | 0.9 | 0.7 | 0.4 | -0.4 | 7 | -1.2 | -3 | 0.0
CC(Sc1nc2ccccc2[nH]1)C(=O)Nc1ccccc1F (stereo not given) | 0.6 | -3 | -2 | -0.8 | -2.2 | -0.3 | -1.8 | -9 | -0.6 | -3 | 0.0
Cc1cccc(NS(=O)(=O)c2ccc(-n3cccn3)cc2)c1C | 0.3 | 0 | -1 | -1.5 | -2.5 | -2.0 | -2.7 | -15 | -1.9 | -4 | -1.1
Cc1c(Cl)c([N+](=O)[O-])nn1CC(=O)NCc1cccs1 | -0.4 | 0 | -2 | 2.0 | -1.1 | -0.1 | -0.7 | -5 | -1.1 | -2 | -0.1
Cc1cccc([C@@H]2C[C@H]3CN(Cc4cccc(Cl)c4)C(=O)[C@]34CCCN24)n1 | 0.4 | -9 | -14 | 0.7 | -3.2 | -1.0 | -1.2 | -5 | -1.0 | -2 | -0.9
COC(=O)[C@]1(C)N[C@H](CN(C)S(=O)(=O)c2ccccc2)[C@@H]2C(=O)N(C)C(=O)[C@@H]21 | 1.3 | 4 | 2 | . | 5.8 | -0.1 | 1.6 | 7 | -0.4 | -2 | 0.8

Random excerpt: 2 entries already listed.
SMILES | DAX1 inh-1 | NPR2 activator | NPR1 activator | GAA850 FXN act | hgDAF-12 ag | DAX1 inh-2 | hcDAF-12 act | sPLA2-III inh | ssDAF12 agonist | SMARCA2 act | KLK7 zymogen act
Cc1ccc(NC(=O)CCN2C(=O)c3cccc([N+](=O)[O-])c3C2=O)c(Br)c1 | 1.4 | -7 | -4 | 4.2 | -1.2 | 0.2 | -2.3 | 8 | -1.0 | -1 | -0.2
CCOc1ccccc1-n1nnnc1SCC(=O)OC | 2.4 | -3 | -1 | 0.1 | 2.4 | 0.6 | -0.8 | 0 | -1.1 | -5 | 0.3

Carrying on.
SMILES | DAX1 inh-1 | NPR2 activator | NPR1 activator | GAA850 FXN act | hgDAF-12 ag | DAX1 inh-2 | hcDAF-12 act | sPLA2-III inh | ssDAF12 agonist | SMARCA2 act | KLK7 zymogen act
O=C(Nc1ccccc1)Nc1ccc(-n2ccc(C(F)(F)F)n2)cc1 | 1.3 | -5 | -3 | 1.9 | 8.9 | 0.8 | 1.3 | -12 | -0.7 | 7 | 0.1
CN(Cc1ccccc1)Cc1nc2scc(-c3ccccc3)c2c(=O)[nH]1 | -2.5 | -5 | -5 | -0.5 | -3.1 | 0.1 | -0.3 | 0 | -1.1 | -3 | 0.6
O=S(=O)(c1ccc(Cl)cc1)c1cnc2ccccc2n1 | -0.5 | 3 | 5 | -4.8 | 5.8 | -0.8 | 0.0 | 1 | -1.5 | 1 | 0.1
CC(=O)c1ccc(OCCCC(=O)Nc2cc(S(=O)(=O)N(C)C)ccc2C)cc1 | 0.2 | 3 | 6 | 1.0 | -1.1 | -0.7 | 0.0 | -4 | -1.2 | -2 | 0.0
Cc1nc(-c2ccc(C(=O)Nc3ccccc3F)cc2)cs1 | -5.7 | -2 | 4 | -0.8 | -1.8 | 0.3 | -2.1 | -2 | -1.9 | -3 | 0.4
CCCCCC(=O)N1CC2(CC(c3cccc(NC(=O)c4ccccc4)c3)=NO2)C[C@@H]1C(N)=O (stereo not given in full) | 0.2 | 5 | 5 | -1.0 | -1.6 | -0.6 | -1.5 | -1 | -1.4 | 0 | -0.1
CCOC(=O)c1cnn(-c2ccccc2)c1N | 1.5 | -3 | 3 | 1.4 | 1.0 | 0.6 | -2.1 | -3 | -0.6 | -1 | 0.5
Cc1nc(SCC(=O)NC(C)c2ccccc2)c2oc3ccccc3c2n1 (stereo not given) | 3.4 | 2 | 0 | -0.6 | -1.4 | 0.8 | -1.0 | 7 | -1.0 | 1 | 0.5
Cn1c2c(c(=O)n(C)c1=O)C(NS(=O)(=O)c1ccccc1)(C(F)(F)F)C(=O)N2 (stereo not given) | -0.1 | 4 | 9 | 0.0 | 0.4 | -0.2 | -1.5 | 6 | -1.0 | 0 | -0.4
Cc1ccc(NS(=O)(=O)c2ccc(NC(=O)C3CCCO3)cc2)cc1 (stereo not given) | -2.1 | -5 | -2 | -3.0 | -1.3 | -2.2 | -3.5 | -18 | -1.6 | -3 | -0.3
CCC(=O)c1ccc(OCC(O)CN2C(=O)NC(C)(C)C2=O)cc1 (stereo not given) | 3.6 | -2 | -2 | 1.2 | 3.5 | 0.0 | 2.7 | 0 | -1.7 | -1 | -0.6
Cc1cc(C)cc(NC(=O)C(OC(=O)c2cccs2)c2ccccc2)c1 (stereo not given) | -0.2 | -14 | -35 | 2.1 | 1.7 | -0.9 | -2.0 | -22 | -1.1 | 1 | -0.6
CCN1CCN(CCNC(=O)c2ccc(CS(=O)c3ccc(Cl)cc3)o2)CC1 (stereo not given) | 0.4 | 4 | 1 | 1.4 | 3.1 | 0.1 | -1.7 | 2 | -1.1 | -2 | -0.9
CN1C(=O)C[C@@](C#N)(C(=O)NCc2ccccc2)[C@H]1c1ccccc1 | . | 3 | 3 | . | -1.2 | 0.1 | 3.0 | -1 | -0.5 | -1 | -0.8
CC(=O)c1ccc(N2CCN(C(=S)Nc3ccccc3F)CC2)cc1 | -1.5 | 1 | -1 | 2.4 | 1.3 | -0.7 | -1.3 | -2 | -0.7 | -4 | 0.1
C[C@@H]1CN(C(=O)c2nc3ccc(Cl)cn3c2CN2CCc3sccc3C2)C[C@H](C)O1 | 1.1 | -4 | -5 | 1.1 | -0.8 | -0.2 | 0.1 | -5 | 0.1 | 0 | 0.8
CN(C(=O)c1cccc(NC(=O)Cc2cccc(NC(=O)C3CCCN(C(=O)C4CC4)C3)c2)c1)C1CCC1 (stereo not given) | -1.6 | 1 | 2 | 0.2 | -0.5 | 0.7 | -1.5 | -7 | -0.3 | -1 | 0.1
CCN(CC)c1ccc(C(=S)N2CCN(c3ccccc3)CC2)cc1 | -0.7 | -5 | 0 | 2.9 | 1.7 | -0.1 | 1.4 | 4 | -1.0 | 3 | -0.1
Cc1ccc(N2CC(C(=O)NCc3ccc4c(c3)OCO4)CC2=O)cc1C (stereo not given) | 1.6 | 2 | -3 | 0.4 | -1.7 | -0.3 | -1.1 | 3 | -0.5 | -4 | 0.2
COCc1cc(C)[nH]c(=O)c1C(=O)NC12CC3CC(CC(C3)C1)C2 | 0.8 | 0 | -1 | -2.6 | -2.8 | -0.4 | -0.4 | 6 | -1.6 | -1 | 0.5

Complete entries from above. Screens in order: DAX1 inh-1, NPR2 activator, NPR1 activator, GAA850 FXN act, hgDAF-12 ag, DAX1 inh-2, hcDAF-12 act, sPLA2-III inh, ssDAF12 agonist, SMARCA2 act, KLK7 zymogen act
Cc1cccc([C@@H]2C[C@H]3CN(Cc4cccc(Cl)c4)C(=O)[C@]34CCCN24)n1 is listed as 0.4, -9, -14, 0.7, -3.2, -1.0, -1.2, -5, -1.0, -2, -0.9
CC(=O)c1ccc(OCc2cc(C(=O)N3CCN(c4ccccc4)CC3C)no2)cc1 (stereo not given) is listed as 1.9, -1, -3, 5.5, 21*, 2.6, 6.1*, -13, -0.7, 2, 1.2

This is a random part of the collection. Share with any hit: about 6.7%.
